# Eya2 phos inh – Eya2 (human) phosphatase inhibition; recombinant Eya2, OMFP fluorescence dephosphorylation (OMFP is methylfluorescein phosphate); Potency, µM (highest dose often 76.9 µM), for the others: top-dose activity, negative = inhibition, hits mostly inhibitors; AID 488837; O00167; 330,000 compounds, 0.006% hits; further: potency means the concentration at half of the fitted maximal effect; on the % scale 0 is the no-effect control and ±100 the full control effect
#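 Eya2 (0.2 uM) preincubated 10 min at ambient with compound, then OMFP substrate added at 50 uM; 10 min reaction in 50 mM HEPES pH 7.5, 50 mM NaCl, 5 uM MgCl2, 0.05% BSA, 1 mM DTT. Fluorescence read at Ex 485/Em 525 nm.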
# B2AR arrestin – recruits beta-arrestin to the human beta2-adrenergic receptor | P07550 | beta-arrestin recruitment to beta2AR, cell-based reporter | Potency, µM (doses to about 46.1 µM), inactives show at the highest dose activation, most hits filed as activators | 330,000 compounds, 0.02% hits;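 further: potency means the concentration at half of the fitted maximal effect; 0% = DMSO controls and full agonism = EC100 isoproterenol or metaproterenol; nearly all actives have a fitted effect of over 65% in size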
# PTAP TSG101 blk – blocks PTAP/TSG101 interaction to inhibit HIV-1 budding | Q99816 | Fluorescence polarization, FITC-PTAP peptide / Tsg101 binding | Potency, µM (series often up to 115 µM), without a hit: at the top dose activity change, negative = inhibition, actives largely listed as inhibitors | 340,000 tested, under 10 active | AID 493005; active means well fitted inhibition curve with a large enough effect in the main read-out, with a control signal flat, not every such curve was filed as active; inconclusive means small, poorly fitted or top-dose-only effect, or effect the other way, or a change in a side signal; inactive means no such curve, though single readings can be large or run the other way; further: potency means the concentration at half of the fitted maximal effect; % of control where 0% means no effect
# Target sequence (Q99816 whole entry, looked up): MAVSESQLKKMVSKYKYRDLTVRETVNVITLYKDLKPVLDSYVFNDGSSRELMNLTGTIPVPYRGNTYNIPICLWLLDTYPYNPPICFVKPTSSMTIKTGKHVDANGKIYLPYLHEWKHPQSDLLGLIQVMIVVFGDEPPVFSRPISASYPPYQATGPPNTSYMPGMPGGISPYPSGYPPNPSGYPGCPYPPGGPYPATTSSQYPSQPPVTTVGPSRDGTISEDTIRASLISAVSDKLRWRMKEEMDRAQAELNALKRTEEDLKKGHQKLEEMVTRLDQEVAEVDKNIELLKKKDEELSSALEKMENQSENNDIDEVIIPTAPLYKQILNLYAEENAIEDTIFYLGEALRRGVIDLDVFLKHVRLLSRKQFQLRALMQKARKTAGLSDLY
#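 Fluorescence polarization binding of Tsg101 binding domain (10 uM final) to FITC-labeled PTAP peptide (50 nM final) in HEPES pH 7.5 buffer with NaCl, Tween 20, EDTA, TCEP. Compounds added before peptide; binding 20 min at RT.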
# p53 reactivation – restores transcriptional activity of mutant p53 | Potency, µM (titrated, usually from 92.2 µM), without a hit: at the highest dose activity change, positive = activation, actives largely listed as activators | AID 504706 | H1299 p53-A138V BP100-luciferase reporter, luminescence, 24 h | 320,000 compounds, 0.063% hits; further: potency means the concentration at half of the fitted maximal effect; % of control where 0% means no effect; nearly all actives have a fitted effect of over 45% in size
#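 H1299 (p53-null), stable ts p53-A138V + BP100-Luc; 1000 cells/well, Opti-MEM/10% FBS; cpd 4 pt, 1:5; 24 h, 37 deg C, 5% CO2; detection reagent 10 min RT; luminescence.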
# BRCA1 expr act – activators of BRCA1 expression | 380,000 compounds, 1.1% hits | Potency, µM (top dose mostly 46.1 µM), inactives show top-dose activation, usual class: activators | MCF7-BRCA1-FFLuc reporter, luminescence, 48 h; response scale: scaled: vehicle 0%, 10 µM genistein 100% | AID 624202; further: potency means the concentration at half of the fitted maximal effect; nearly all actives have a fitted effect of over 80% in size; some results filed as inactive show a strong effect at the top dose
#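 Compounds are tested at multiple concentrations on MCF7 BRCA1-luciferase reporter cells seeded at 2000 per well; after 48 h, a single luminescence end-point is taken and curves fitted to the normalized data.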
# uPA generation – blocks generation of uPA at the cell surface. cell surface uPA generation assay, qHTS. 330,000 compounds, 0.31% hits. Potency, µM (highest dose often 38.3 µM), for the others: at the top dose activity change, negative = inhibition, most hits filed as inhibitors; active means well fitted inhibition curve with a large enough effect; inconclusive means small, poorly fitted or top-dose-only effect; inactive means no such curve, though single readings can be large or run the other way; tested in mouse RAW 264.7 cells; further: potency means the concentration at half of the fitted maximal effect; on the % scale 0 is the no-effect control and ±100 the full control effect; nearly all actives have a fitted effect of over 55% in size
# S-ASM inh – inhibitors of human secretory acid sphingomyelinase; P17405; placental ASM, HMU-PC fluorogenic substrate, 60 min; Potency, µM (series often up to 57.5 µM), without a hit: at the top dose activity change, negative = inhibition, actives largely listed as inhibitors; 340,000 compounds, 0.006% hits; AID 504937; further: potency means the concentration at half of the fitted maximal effect
# Target sequence (P17405 47-631 limits assumed): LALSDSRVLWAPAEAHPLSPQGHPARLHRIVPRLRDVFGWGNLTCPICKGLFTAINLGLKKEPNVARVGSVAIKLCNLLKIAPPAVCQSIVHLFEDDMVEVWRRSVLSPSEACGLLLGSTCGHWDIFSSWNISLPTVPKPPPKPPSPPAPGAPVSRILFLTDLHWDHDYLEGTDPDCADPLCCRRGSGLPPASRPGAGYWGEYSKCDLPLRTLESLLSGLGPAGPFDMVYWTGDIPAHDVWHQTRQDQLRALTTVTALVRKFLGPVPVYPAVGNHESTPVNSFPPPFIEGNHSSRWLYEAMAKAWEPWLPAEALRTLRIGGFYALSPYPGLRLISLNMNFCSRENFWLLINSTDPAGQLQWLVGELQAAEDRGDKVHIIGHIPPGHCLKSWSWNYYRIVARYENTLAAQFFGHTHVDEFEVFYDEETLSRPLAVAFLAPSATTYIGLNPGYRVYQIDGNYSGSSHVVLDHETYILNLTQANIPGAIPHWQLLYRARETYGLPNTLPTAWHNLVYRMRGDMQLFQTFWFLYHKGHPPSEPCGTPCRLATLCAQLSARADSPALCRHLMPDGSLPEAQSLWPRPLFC
#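 Human placenta-derived ASM enzyme was preincubated with compound for 10 minutes at room temperature, then given fluorogenic substrate HMU-PC0 (9 uM final) for 60 minutes at 37 °C; a pH 10 stop preceded fluorescence reading at Ex 386/Em 447 nm.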
# Integrin act MD – activators of alpha7 integrin expression for muscular dystrophy | AID 624291 | alpha7betagal myoblasts, beta-gal FDG fluorescence, 48 h | 350,000 compounds, 0.064% hits | Potency, µM (titrated, usually from 38.3 µM), for inactives: top-dose activation, hits mostly activators;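 further: potency means the concentration at half of the fitted maximal effect; 100% = response of the positive control SU9516; nearly all actives have a fitted effect of over 60% in size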
#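 Alpha7betagal+/- myoblasts (passage 13) were plated 16-24 hr, then exposed to compounds (1:260 dilution of DMSO stock) for 48 hours at 37C. After MPER lysis, β-galactosidase reporter activity was read as FDG fluorescence (ex 480/em 540) after 30 minutes.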
# USP2a block – inhibitors of human ubiquitin-specific protease USP2a; Potency, µM (top dose mostly 38.3 µM), for inactives: top-dose activity change, negative = inhibition, hits mostly inhibitors; 330,000 compounds, 0.01% hits; USP2 core, Ub-CHOP2 coupled fluorogenic reporter, 485/531; AID 463254; O75604;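 further: potency means the concentration at half of the fitted maximal effect; plate controls were DMSO wells for no effect and full inhibition by NEM control for full effect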
#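 Deubiquitinase activity read as fluorescence (485/531 nm) after Ub-CHOP2 cleavage activates the enterokinase reporter on its substrate; USP2 core 10nM, Ub-CHOP2 and substrate 25nM each, 30min compound preincubation then 60min RT; data normalized to NEM, curves fitted.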
# TRPV1 ag – human TRPV1 agonism. Q8NER1. TRPV1-expressing cells, Fluo-8 calcium influx, agonist mode. activation, % at 8.33 µM. 320,000 compounds, 0.19% hits; in the data active means activation above about 80%; inconclusive means between about 30% and that limit; further: 0% is about no effect
#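 Fluo-8 calcium influx in TRPV1-expressing cells, kinetic read (ex 480/em 520 nm). Compound added and read 3 min for agonist activity, followed by capsaicin at EC20 final and 2 min further read for enhancement.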
# ELG1 genotox – genotoxicity induction in ELG1-luciferase HEK293T cells. HEK293T ELG1-luciferase reporter, luminescence, 16 h. Potency, µM (titrated, usually from 46 µM), without a hit: top-dose activity change, positive = activation, usual class: activators. 330,000 compounds, 1.3% hits; further: potency means the concentration at half of the fitted maximal effect; % of control where 0% means no effect; nearly all actives have a fitted effect of over 60% in size
#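 HEK293T cells expressing luciferase-tagged ELG1 were treated with compound or DMSO for 16 hr at 37°C. Luciferase activity was then read after 30 min with ONE-Glo at room temperature; rising signal flags genetic stress.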
# The depositor's hits bear a star; ? = inconclusive; / = not tested or not shown; & = joins results of further samples; [ ] = remark or other dose. Unless noted, the call rests on the fitted dose curve; in most records, active means well fitted curve in the direction sought with a large enough effect; inconclusive means small, poorly fitted or top-dose-only effect, or another doubt; inactive means no such curve, though single readings can be large; an effect the other way counts as inactive or inconclusive.
SMILES,Eya2 phos inh,B2AR arrestin,PTAP TSG101 blk,p53 reactivation,BRCA1 expr act,uPA generation,S-ASM inh,Integrin act MD,USP2a block,TRPV1 ag,ELG1 genotox
Cc1c(Cl)cccc1NS(=O)(=O)c1cccc2nsnc12,-10%,-0.2%,-1%,-10%,-12%,1%,9%,?,1%,5,5%
CCNC(=S)N1CCc2cc(OC)c(OC)cc2C1COc1ccc(OC)cc1 (stereo not given),1%,2.6%,0%,-3%,0%,-6%,-19%,?,-14%,3,0%
CCCCNc1ncnc2c1cnn2-c1ccccc1,-4%,0.5%,-2%,?,55%,-16%,-1%,-8%,-1%,2,?
CC(=O)Nc1ccccc1O,4%,0.1%,-2%,-2%,4%,-4%,0%,/,4%,4,0%
COc1ccc(CC(=O)NNC(=O)c2ccco2)cc1OC,-6%,-0.3%,-15%,1%,-6%,1%,2%,2%,0%,1,4%
COC(=O)c1ccc(OCC(O)CN2CCOCC2)cc1 (stereo not given),-1%,-0.9%,-2%,/,-9%,-4%,7%,-2%,-1%,0,-15%
CN(Cc1cnn(C)c1)C(=O)c1cc(COc2c(F)cccc2F)on1,11%,-0.4%,-3%,5%,-14%,-3%,-2%,9%,-1%,14,10%
CC1CCc2c(sc3ncnc(SCC(=O)N4CCN(C(=O)c5ccco5)CC4)c23)C1 (stereo not given),6%,0.4%,/,-1%,/,/,/,/,-1%,-4,-4%
O=C(NCc1cccs1)C1CCN(S(=O)(=O)c2cccs2)CC1,6%,-0.1%,-3%,4%,2%,/,3%,18%,1%,5,1%
Cc1ccc(/C=[N+](\[O-])c2ccccc2C)o1,4%,0.1%,-1%,4%,-9%,5%,4%,0%,3%,-3,1%
COc1ccc(N2CCN(Cc3nc4scc(-c5ccccc5)c4c(=O)[nH]3)CC2)cc1,-1%,0.2%,-7%,-9%,-22%,3%,-13%,11%,1%,4,-3%
COC(=O)[C@H](CCSC)NC(=O)Cn1cnc2c(SC)nc(N)nc21,-32%,3.2%,2%,3%,-8%,15%,5%,16%,4%,/,1%
O=C1c2nc3cc(-c4ccco4)[nH]n3c(=O)c2CN1Cc1ccccc1,2%,-0.5%,1%,5%,2%,-1%,225%[activator],14%,2%,1,2%
O=C(Cn1nc(-c2ccccc2F)ccc1=O)Nc1ccc(S(=O)(=O)N2CCCCCC2)cc1,3%,-2.3%,0%,-6%,-39%,-7%,-4%,2%,0%,20,-3%
CS(=O)(=O)c1ccc(Cl)c(NC(=O)COc2ccc3c(c2)CCC3)c1,5%,-0.6%,1%,-4%,-15%,4%,-1%,39%,-1%,-5,?
Cc1cccc(C2CC3(CC(C)(C)NC(=S)N3)Oc3cc(O)ccc32)c1 (stereo not given),1%,-0.6%,-9%,-6%,-22%,-3%,-2%,14%,1%,1,-17%
CCC(C)C(NC(N)=O)C(=O)Nc1ccc(OCc2ccccc2)cc1 (stereo not given),-17%,-0.1%,0%,11%,60%,-1%,4%,?,-6%,-3,4%
Cc1cc(C)c2c(c1)N[C@H](c1cccs1)[C@@H]1CCO[C@H]21,6%,-0.4%,-2%,-3%,-4%,1%,-1%,-2%,1%,/,0%
Cc1ccc(S(=O)(=O)N2CCOC2CNC(=O)C(=O)NCCN(C)C)cc1 (stereo not given),2%,-0.5%,/,9%,-21%,-4%,-3%,14%,0%,-2,1%
Cn1c(Cn2c(=O)sc3ccccc32)nnc1SCC(=O)NC1CCCC1,0%,-0.1%,-4%,-5%,18%,-5%,-2%,3%,2%,1,0%
O=C1CSC(=S)N1c1ccccc1,/,/,-1%,/,-10%,4%,0%,-12%,/,/,/
CC(/C=C/c1ccc(O)cc1)=N/O,8%,-0.1%,-1%,?,13µM*,-13%,8%,-9%,-1%,1,0%
Cc1[nH][nH]c(=O)c1C(c1ccc([N+](=O)[O-])cc1)c1c(C)[nH][nH]c1=O,14%,-1.1%,-7%,-3%,5%,8%,9%,-8%,-4%,/,-6%
COc1ccc(C(=O)Nc2nc(-c3ccccc3)c(C(C)=O)s2)c(OC)c1,4%,0.3%,1%,-1%,77%,2%,-4%,-8%,1%,-4,?
O=C(CN1CCN(c2ccc(F)cc2)CC1)Nc1cccnc1Cl,11%,0.1%,-2%,-10%,-1%,21%,1%,?,5%,2,-19%
Cn1c(SCC(=O)N2CCCCC2)nc2cccnc21,2%,1.0%,-3%,6%,-7%,0%,-1%,3%,2%,-2,4%
CN(C)C(CNC(=O)c1coc2ccccc2c1=O)c1ccccc1 (stereo not given),?,-0.4%,1%,4%,-20%,2%,-1%,-31%,-1%,1,-4%
CN(CC(=O)Nc1cccc(F)c1)C(=O)c1cc(=O)[nH]c2ccccc12,17%,-0.3%,-8%,-1%,-18%,-1%,1%,4%,0%,3,-1%
O=C(COC(=O)CNC(=O)c1ccco1)Nc1ccc(Cl)cn1,13%,-0.1%,-12%,2%,10%,4%,-1%,18%,6%,-3,-8%
COc1cc(C(=O)Nc2oc(-c3ccccc3)c(-c3ccccc3)c2C#N)cc(OC)c1OC,-4%,0.4%,0%,0%,-28%,4%,-16%,38%,5%,1,-9%
O=c1[nH]c(NCCO)nnc1Cc1ccc(Cl)cc1,9%,0.3%,-1%,5%,24%,0%,4%,14%,3%,1,1%
Cc1cc(C(=O)Nc2ccc(Cl)c(S(=O)(=O)N3CCOCC3)c2)c2ccccc2n1,4%,4.2%,-6%,-14%,-19%,6%,-7%,-35%,-8%,0,-3%
Cc1ccc(OCC(=O)c2cc(C)n(-c3cc(C)on3)c2C)c([N+](=O)[O-])n1,4%,-0.2%,-6%,?,-80%,-2%,/,-15%,0%,6,9%
Cn1nnnc1SCC(=O)NC(=O)c1cccc([N+](=O)[O-])c1,-15%,3.2%,0%,3%,0%,-1%,-2%,-13%,-5%,4,0%
Cc1cc(=O)oc2cc(OCC(=O)OCC(=O)NCc3ccc4c(c3)OCO4)ccc12,-2%,0.4%,-5%,-4%,-14%,1%,93%[activator],-15%,4%,0,3%
O=C(Nc1ccc(N2CCOCC2)c(Cl)c1)c1ncn[nH]1,11%,0.2%,-3%,8%,77%,-7%,1%,-33%,4%,1,2%
CCS(=O)(=O)N1Cc2ccccc2CC1C(=O)Nc1ccc(OC)c(OC)c1 (stereo not given),-5%,0.3%,-8%,-2%,0%,-2%,-5%,23%,3%,0,0%
O=P(O)(O)C(O)C(F)(F)C(F)(F)C(F)(F)C(F)F (stereo not given),-4%,7.2%,-3%,0%,34%,-1%,?,15%,-3%,-2,0%
Cc1ccccc1C(=O)NC1CCN(CC(=O)N2CCCCC2C)CC1 (stereo not given),10%,0.1%,0%,-3%,-12%,1%,-2%,-21%,3%,0,-3%
O=C1CCC(C(=O)OC(C(=O)Nc2cc(Cl)cc(Cl)c2)c2ccccc2)=NN1 (stereo not given),2%,-0.6%,-2%,-3%,4%,7%,-5%,21%,-1%,3,-1%
Cc1cc(NS(=O)(=O)c2ccc(NC(=O)c3ccc(F)cc3)cc2)nc(C)n1,5%,-1.1%,0%,-4%,-7%,-24%,0%,23%,2%,/,0%
COc1ccccc1NC(=O)COC(=O)c1cnc(C)cn1,-4%,-0.2%,2%,-5%,49%,-9%,0%,13%,-3%,1,4%
CCCCC(CC)CNC(=O)CCCCn1c(=O)[nH]c2ccsc2c1=O (stereo not given),-17%,0.4%,-5%,-3%,-6%&-7%,-2%,-3%,-11%,3%,8,-2%
Cc1ccc(-c2nc(N)sc2CC(=O)OCC(=O)NCCC(C)C)cc1,-2%,-0.5%,-2%,-4%,3%,7%,0%,11%,1%,-1,0%
COc1cc(C(=O)O/N=C2/C=CC(=O)C(C)=C2C)cc(OC)c1OC,3%,-0.2%,-3%,2%,-26%,-17%,-4%,3%,-2%,-2,7%
Cc1[nH]c2ccccc2c1/C=N/Nc1nc2ccccc2[nH]1,-5%,-0.9%,-3%,?,0%,-6%,-17%,?,-1%,2,?
C=CCSc1nnc(Cc2cc(=O)[nH]c(=O)[nH]2)n1-c1cc(C)ccc1C,-3%,-0.6%,-1%,12%,5%,-1%,0%,?,1%,-2,-2%
O=C1CCN(CCc2ccccc2)CCN1[C@H](COc1ccccc1)c1ccccc1,-11%,-1.2%,1%,/,-18%,-4%,-2%,-14%,-1%,4,-3%

# Screening results (PubChem BioAssay)
